# EBNA-1 inhibitor – blocks EBNA-1 binding to DNA; AID 1950; inhibition, % at 14.8 µM; EBNA-1 DNA binding, fluorescence polarization; 0.34% of 300,000 active; in the data active = inhibition above about 28%
# Fam108B inh – blocks mouse Fam108B hydrolase in RBBP9 counter-screen. recombinant Fam108B, FP-Rh probe fluorescence polarization. inhibition, % at 9.51 µM. 0.33% of 300,000 active. AID 1947;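 active = inhibition above the screen mean inhibition plus 3 SD, computed separately per campaign, cut at about 18% in these data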;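 also: inhibitors lower polarization as less probe binds the enzyme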
# MCL1 BIM primary – inhibitors of human MCL1 binding to BIM-BH3 peptide. inhibition, % at 10.9 µM. 0.68% of 320,000 active. GST-MCL1 / FITC-Bim-BH3 fluorescence polarization. Q07820;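 active = inhibition above the mean inhibition of all tested compounds plus 3 SD, set per campaign, cut at about 40% in these data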;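 also: 0% = DMSO wells and 100% = unlabeled Bim-BH3 peptide control; higher means more loss of mP so more displacement of Bim peptide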
# ZTA counter – counter-screen for EBNA-1 inhibitors: inhibitors of Epstein-Barr virus ZTA; P03206; ZTA-DNA binding, fluorescence polarization; inhibition, % at 11 µM; 0.15% of 320,000 active; AID 2234; in the data active = inhibition above about 33%
# Target sequence (P03206 whole entry, looked up): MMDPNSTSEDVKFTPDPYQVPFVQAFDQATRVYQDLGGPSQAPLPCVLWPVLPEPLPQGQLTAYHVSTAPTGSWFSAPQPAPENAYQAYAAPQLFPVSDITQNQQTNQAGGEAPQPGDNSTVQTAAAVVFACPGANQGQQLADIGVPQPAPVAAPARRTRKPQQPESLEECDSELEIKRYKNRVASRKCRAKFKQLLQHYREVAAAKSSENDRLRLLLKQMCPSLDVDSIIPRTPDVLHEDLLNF
# Efflux pump mplx – inhibitors of Candida antifungal efflux pumps expressed in yeast; AID 485275; inhibition, % at 10 µM; S. cerevisiae Candida pump triplex, Nile Red efflux; 0.44% of 330,000 active;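 active = plate passing quality check with inhibition over a set limit, or well fluorescence over plate mean plus 4 SD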;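 also: Nile Red retained in pooled yeast measured as flow cytometry median fluorescence; 0% = buffer negative control and 100% = Enniatin B positive control; higher means more Nile Red kept so more efflux inhibition; some compounds called inactive have numbers as strong as hits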
# BCLXL inh – blocks human Bcl-xL binding to Bim BH3 peptide | GST-Bcl-xL / FITC-Bim BH3 peptide fluorescence polarization | inhibition, % at 10.9 µM | 0.7% of 320,000 active;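 active = inhibition above the mean of all tested compounds plus 3 SD, cutoff set per campaign, cut at about 30% in these data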;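 also: 0% = DMSO wells and 100% = unlabeled Bim-BH3 peptide competitor; inhibitors lower millipolarization by displacing the labeled peptide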
# MEX-5 binding – C. elegans MEX-5 TCR-2 RNA binding activity; Q9XUB2; MEX-5/FITC-TCR2 RNA binding, fluorescence polarization; active compounds read low; activity score (negative = inhibition of binding), % at 10 µM; 0.38% of 300,000 active; AID 1832;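 active = inhibition past about -25% in most replicates, and total fluorescence under double the plate's negative control median, limit read from the data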;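 also: 0% = DMSO and -100% = 5 µM competing unlabeled TCR2 RNA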
# Yeast superoxide – caloric restriction mimetics inhibiting age-related superoxide in yeast | superoxide response (% of plate mean), % at 10 µM | S. cerevisiae aged cells, superoxide DHE fluorescence; active compounds read low | 0.18% of 330,000 active;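 active = superoxide response under a set limit, about three screen SD below normal, cut at about 65% in these data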;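 also: yeast aged for seven days with compound at 30 °C before DHE staining; 100% = average MFI of all compound-treated wells on the plate with controls excluded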
# GLD-1 RNA inh – GLD-1-TGE RNA interaction inhibition (C. elegans); Q17339; purified GLD-1 + fluorescein TGE RNA, fluorescence polarization; inhibition, % at 5.96 µM; 0.44% of 320,000 active; AID 2280;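 active = percent inhibition above a per-plate cutoff, the plate mean of test compounds plus 3 SD, cut at about 30% in these data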;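 also: 0% = DMSO wells with GLD-1 and probe and 100% = wells lacking GLD-1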
# Target sequence (Q17339 whole entry, looked up): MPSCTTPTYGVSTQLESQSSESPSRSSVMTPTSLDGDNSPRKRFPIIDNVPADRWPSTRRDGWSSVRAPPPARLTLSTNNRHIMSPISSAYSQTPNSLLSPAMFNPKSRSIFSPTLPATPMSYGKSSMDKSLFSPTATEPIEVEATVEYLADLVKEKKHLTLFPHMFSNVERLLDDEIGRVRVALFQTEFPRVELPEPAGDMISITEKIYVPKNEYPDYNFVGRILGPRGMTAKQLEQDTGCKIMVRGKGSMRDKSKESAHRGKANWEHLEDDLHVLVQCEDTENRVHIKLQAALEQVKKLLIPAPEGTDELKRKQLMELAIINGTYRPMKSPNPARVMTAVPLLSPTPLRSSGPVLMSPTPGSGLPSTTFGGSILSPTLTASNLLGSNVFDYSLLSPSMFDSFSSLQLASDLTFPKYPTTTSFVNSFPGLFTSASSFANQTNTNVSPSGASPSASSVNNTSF
# Active calls of the source: *; . = no result given.
# Key to letters – A = EBNA-1 inhibitor; B = Fam108B inh; C = MCL1 BIM primary; D = ZTA counter; E = Efflux pump mplx; F = BCLXL inh; G = MEX-5 binding; H = Yeast superoxide; I = GLD-1 RNA inh
COc1ccc(CCNC(=O)C2CCN(Cc3nc(-c4cccc(Cl)c4)oc3C)CC2)cc1OC
  A: -5.4; B: 3.0; C: 0.2; D: -5.8; E: 0.0; F: -0.7; G: 0.2; H: 111.1; I: -3.4

Cn1c(Cc2ccc3c(c2)OCO3)nnc1SCC(=O)NC(C)(C)C
  A: -4.1; B: 3.5; C: 9.3; D: -5.7; E: 0.0; F: 11.7; G: 0.6; H: 94.3; I: 3.5

COc1cc([N+](=O)[O-])c2nccnc2c1
  A: -5.9; B: 0.1; C: -4.0; D: -8.5; E: -0.4; F: 2.0; G: 2.8; H: 86.1; I: -2.9

O=C(CC(=O)N1CCN(c2ccccn2)CC1)Nc1ccc2nc3n(c(=O)c2c1)CCCCC3
  A: -7.5; B: 0.7; C: 1.4; D: 7.4; E: 0.2; F: 1.2; G: -0.2; H: 98.0; I: -0.1

COc1ccc(NC(=S)NCC(c2cccnc2)N2CCOCC2)cc1 (configuration not stated)
  A: 12.4; B: -2.4; C: 10.3; D: 11.0; E: -0.1; F: 6.4; G: -3.0; H: 115.0; I: 4.4

O=C(O)CS/C(=C\c1ccc(F)cc1)c1nc2ccccc2s1
  A: -2.3; B: -5.5; C: 2.2; D: 4.3; E: 0.0; F: 5.5; G: -0.2; H: 129.4; I: 8.0

OC1CCN(CC(O)C(F)(F)F)CC1 (configuration not stated)
  A: -1.7; B: 4.1; C: 3.3; D: -3.2; E: 0.0; F: 10.0; G: -0.2; H: 96.2; I: 5.4

COc1cc(C(=S)N2CCCC2)cc(OC)c1OS(=O)(=O)c1ccc(NC(C)=O)cc1
  A: 3.1; B: -2.6; C: 7.2; D: -8.2; E: 0.0; F: 9.0; G: -0.6; H: 118.7; I: 4.9

C#CCN1C(=O)C(O)(CC(=O)/C=C/c2ccco2)c2ccccc21 (configuration not stated)
  A: -3.4; B: 3.3; C: 17.6; D: -8.9; E: -0.2; F: 6.3; G: -1.0; H: 107.2; I: 10.6

O=C(c1cc([N+](=O)[O-])cc([N+](=O)[O-])c1)N1CCOCC1
  A: -6.7; B: -0.5; C: 10.9; D: 1.1; E: 0.2; F: 5.1; G: 0.8; H: 101.1; I: -2.8

COc1ccc2c(c1)C(=O)N1[C@H]3c4cc(Br)ccc4OC[C@@H]3[C@H](c3ccccc3)[C@]1(C)C(=O)N2
  A: -8.6; B: -21.5; C: -1.7; D: -9.2; E: -0.1; F: 7.3; G: .; H: 102.0; I: -3.3

N#Cc1cc2c(cc1NC(=O)CCn1cnnn1)OCO2
  A: -19.0; B: 0.3; C: 0.4; D: 28.2; E: 0.2; F: -4.3; G: 1.0; H: 114.8; I: 5.4

CCn1c(CC(=O)Nc2ccc(C)cc2)n[nH]c1=S
  A: -5.3; B: -7.3; C: -10.8; D: 8.5; E: 0.5; F: -4.5; G: 1.7; H: 102.9; I: -5.2

CCOC(=O)N/N=C\c1sccc1C
  A: -1.9; B: -0.9; C: 9.2; D: -3.8; E: -0.2; F: 2.4; G: -0.4; H: 100.8; I: 2.2

CCOc1ccc(/C=C2\SC(=O)N(c3ccc(O)cc3)C2=O)cc1OC
  A: 9.5; B: -7.3; C: 2.3; D: 9.8; E: 0.0; F: 6.5; G: .; H: 101.9; I: 1.2

Cc1ccc(C(=O)Nc2ccccc2C(=O)NC(Cc2c[nH]c3ccccc23)C(=O)O)cc1 (configuration not stated)
  A: -14.1; B: -5.8; C: -18.4; D: 2.3; E: 0.4; F: -10.1; G: 1.0; H: 109.0; I: -7.9

NC(=O)c1ccc(NC(=O)COC(=O)c2c3c(nc4ccccc24)/C(=C\c2cccs2)CCC3)cc1
  A: 11.2; B: -74.4; C: -33.1; D: 14.6; E: 0.1; F: -2.3; G: -6.3; H: 132.5; I: -2.0

Cc1ccc(/C=C/C(=O)N2CCCC(C(N)=O)C2)o1 (configuration not stated)
  A: 5.8; B: 0.7; C: 2.8; D: 10.6; E: 0.0; F: -0.7; G: 1.2; H: 89.0; I: -2.1

COC(=O)C1N[C@@H]([C@@H](NC(=O)COc2ccccc2)C(=O)Nc2ccc(OC)cc2)SC1(C)C (some centres not stated)
  A: 15.7; B: 1.4; C: 2.0; D: 1.9; E: -0.1; F: 4.2; G: 5.2; H: 92.1; I: 7.8

COc1ccc(C(=O)ON=C2c3ccccc3-c3ccccc32)cc1OC
  A: -6.1; B: -3.7; C: 2.4; D: -9.0; E: -0.2; F: 4.1; G: 0.3; H: 84.8; I: 2.7

COc1ccc(Cl)cc1C(=O)OCC(=O)NCCNC(=O)COC(=O)c1cc(Cl)ccc1OC
  A: 4.2; B: -0.5; C: -27.2; D: 5.7; E: 0.7; F: -16.3; G: 3.8; H: 95.7; I: 10.0

COc1cccc(OC)c1C(=O)OCC(=O)Nc1cccnc1Cl
  A: -3.2; B: 1.0; C: 1.5; D: -7.0; E: 0.1; F: -0.3; G: -0.2; H: 96.0; I: -4.4

COc1ccc(Oc2cn[nH]c2-c2ccc(O)cc2O)cc1
  A: 13.3; B: 4.1; C: -4.6; D: 6.5; E: -0.1; F: 2.6; G: -1.3; H: 91.6; I: 7.0

CC(=O)c1ccc(N2CCN(C(=O)Nc3ccc(C(C)C)cc3)CC2)cc1
  A: 6.3; B: 0.6; C: -2.7; D: -1.4; E: -0.3; F: -0.2; G: -1.2; H: 73.2; I: -3.2

O=C(c1ccc(C#CC2(O)CCCCC2)cc1)N1CCN(Cc2ccccc2)CC1
  A: 2.6; B: -1.9; C: 5.8; D: -17.2; E: 0.0; F: 2.9; G: 2.3; H: 97.7; I: -1.4

O=C(c1ccoc1)N1CCC2(CC1)Oc1ccc(F)cc1C(=O)C21CC(c2ccc(Cl)cc2)=NO1 (configuration not stated)
  A: -8.4; B: -6.6; C: 7.8; D: -1.5; E: 5.5*; F: 5.9; G: 1.0; H: 102.8; I: 2.0

COc1ccc(C2=NN(C(=O)c3ccccc3)C(c3ccccc3)C2)c(O)c1 (configuration not stated)
  A: -5.2; B: 5.7; C: 3.6; D: 3.1; E: 0.3; F: 3.5; G: -1.4; H: 100.2; I: -2.4

# Compounds from the list above that have four or more nitrogen atoms, in the order listed:
# Key to letters – A = EBNA-1 inhibitor; B = Fam108B inh; C = MCL1 BIM primary; D = ZTA counter; E = Efflux pump mplx; F = BCLXL inh; G = MEX-5 binding; H = Yeast superoxide; I = GLD-1 RNA inh
Cn1c(Cc2ccc3c(c2)OCO3)nnc1SCC(=O)NC(C)(C)C
  A: -4.1; B: 3.5; C: 9.3; D: -5.7; E: 0.0; F: 11.7; G: 0.6; H: 94.3; I: 3.5

O=C(CC(=O)N1CCN(c2ccccn2)CC1)Nc1ccc2nc3n(c(=O)c2c1)CCCCC3
  A: -7.5; B: 0.7; C: 1.4; D: 7.4; E: 0.2; F: 1.2; G: -0.2; H: 98.0; I: -0.1

COc1ccc(NC(=S)NCC(c2cccnc2)N2CCOCC2)cc1 (configuration not stated)
  A: 12.4; B: -2.4; C: 10.3; D: 11.0; E: -0.1; F: 6.4; G: -3.0; H: 115.0; I: 4.4

N#Cc1cc2c(cc1NC(=O)CCn1cnnn1)OCO2
  A: -19.0; B: 0.3; C: 0.4; D: 28.2; E: 0.2; F: -4.3; G: 1.0; H: 114.8; I: 5.4

CCn1c(CC(=O)Nc2ccc(C)cc2)n[nH]c1=S
  A: -5.3; B: -7.3; C: -10.8; D: 8.5; E: 0.5; F: -4.5; G: 1.7; H: 102.9; I: -5.2

# Source: PubChem
